Tau fluor counter – Counterscreen qHTS for Inhibitors of Tau Fibril Formation, Fluorescence Polarization; AID 1463, 2008; 280,000 tested, 0.93% active; Potency, µM (top dose mostly 57.7 µM), for inactives: top-dose activity change, negative = decrease; tau K18 P301L Alexa594 fluorescence, heparin fibrillization; note: % is set by controls: 0 for no effect and ±100 for the full control effect; nearly all actives have a fitted effect of over 55% in size
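Human tau K18 P301L (15 uM unlabeled, 0.24 uM Alexa 594-labeled) in 100 mM sodium acetate pH 7 with 20 uM heparin, 6 hr at 37 C. ThT 30 uM added, 1 hr ambient; Alexa 594 FP and total fluorescence read at 555/632 nm.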
HTT aggregate – qHTS Multiplex Assay to Identify Dual Action Probes in a Cell Model of Huntington: Aggregate Formation (GFP); PC12 HttQ103-GFP aggregates, Acumen cytometry, 40 h; Potency, µM (top dose mostly 46.1 µM), inactives show at the highest dose activity change, negative = inhibition, usual class: inhibitors; 220,000 tested, 1.1% active; note: % is set by controls: 0 for no effect and ±100 for the full control effect; nearly all actives have a fitted effect of over 60% in size
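Aggregate formation scored by laser-scanning cytometer (488 excitation, 500–530 emission) in lysed PC12 cells expressing Q103-GFP after 100 nM tebufenozide induction; library tested in dose series, with ATPLite reagent added in the multiplex.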
SMN2 splice enh – qHTS Assay for Enhancers of SMN2 Splice Variant Expression; Potency, µM (top dose mostly 46.1 µM), inactives show at the top dose activity change, positive = activation, hits mostly activators; HEK293 SMN2-luciferase splicing reporter, luminescence, 30-36 h; 210,000 tested, 2.8% active; note: % of control where 0% means no effect; nearly all actives have a fitted effect of over 55% in size
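qHTS luciferase splicing reporter: luminescence rises when SMN2 exon 7 is included in transfected HEK293 cells. Compound exposure lasted 30-36 h at 37C, with 4.5 mM final sodium butyrate as control, followed by a ONE-Glo read.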
ALDH1A1 inh – qHTS Assay for Inhibitors of Aldehyde Dehydrogenase 1 (ALDH1A1); Aldehyde dehydrogenase 1A1 (Homo sapiens), P00352; Purified ALDH1A1, NADH fluorescence, propionaldehyde substrate; Potency, µM (top dose mostly 75.3 µM), for inactives: at the top dose activity, negative = inhibition, usual class: inhibitors; 220,000 tested, 7.3% active; AID 1030, 2008; active = well fitted inhibition curve with a large enough effect, not every such curve was filed as active; inconclusive = small, poorly fitted or top-dose-only effect, or another doubt; inactive = no such curve, though single readings can be large or run the other way;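 note: plate controls were no enzyme wells and a reference inhibitor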
Target sequence (P00352 whole entry, looked up): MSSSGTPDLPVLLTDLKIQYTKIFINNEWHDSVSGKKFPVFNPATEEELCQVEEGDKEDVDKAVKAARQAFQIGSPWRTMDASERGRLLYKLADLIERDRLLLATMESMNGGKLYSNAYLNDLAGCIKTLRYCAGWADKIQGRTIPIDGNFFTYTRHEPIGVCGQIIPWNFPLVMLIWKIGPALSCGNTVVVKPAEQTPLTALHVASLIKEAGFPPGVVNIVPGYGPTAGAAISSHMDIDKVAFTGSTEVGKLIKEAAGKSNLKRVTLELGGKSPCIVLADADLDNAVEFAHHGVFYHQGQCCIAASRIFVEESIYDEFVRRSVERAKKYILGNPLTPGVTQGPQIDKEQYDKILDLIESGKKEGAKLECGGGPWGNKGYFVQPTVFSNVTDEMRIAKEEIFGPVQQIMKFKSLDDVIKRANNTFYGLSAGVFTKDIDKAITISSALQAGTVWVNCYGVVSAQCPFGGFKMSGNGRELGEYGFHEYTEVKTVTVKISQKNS
HTT ATP protect – qHTS Multiplex Assay to Identify Dual Action Probes in a Cell Model of Huntington: Cytoprotection (ATP). PC12 HTT-Q103 induced, cytoprotection, ATP luminescence, 40 h. Potency, µM (titrated, usually from 56.4 µM), without a hit: cytoprotection (ATP increase), hits mostly activators. 230,000 tested, 0.14% active. AID 1471, 2008;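 note: % of control where 0% means no effect; nearly all actives have a fitted effect of over 45% in size; toxic huntingtin expression switched on by the ecdysone agonist tebufenozide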
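Stable PC12 Q103-GFP cells in serum-supplemented, phenol red-free DMEM; induction by tebufenozide at 100 nM final; compound dose series; cell viability quantified luminescently from ATP.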
KDM4E inh – qHTS Assay for Inhibitors of Human Jumonji Domain Containing 2E (JMJD2E). 230,000 tested, 1.6% active. Lysine-specific demethylase 4E (Homo sapiens), B2RXH2. JMJD2E catalytic domain, FDH-coupled NADH fluorescence (FDH is formaldehyde dehydrogenase). Potency, µM (series often up to 57.1 µM), for the others: at the top dose activity change, negative = inhibition, actives largely listed as inhibitors; active = well fitted inhibition curve with a large enough effect, not every such curve was filed as active; inconclusive = small, poorly fitted or top-dose-only effect, or another doubt; inactive = no such curve, though single readings can be large or run the other way;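 note: 0% = wells with enzyme and -100% = buffer wells without enzyme; nearly all actives have a fitted effect of over 50% in size; many of its hits are not listed in these tables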
Target sequence (B2RXH2 1-337 limits assumed): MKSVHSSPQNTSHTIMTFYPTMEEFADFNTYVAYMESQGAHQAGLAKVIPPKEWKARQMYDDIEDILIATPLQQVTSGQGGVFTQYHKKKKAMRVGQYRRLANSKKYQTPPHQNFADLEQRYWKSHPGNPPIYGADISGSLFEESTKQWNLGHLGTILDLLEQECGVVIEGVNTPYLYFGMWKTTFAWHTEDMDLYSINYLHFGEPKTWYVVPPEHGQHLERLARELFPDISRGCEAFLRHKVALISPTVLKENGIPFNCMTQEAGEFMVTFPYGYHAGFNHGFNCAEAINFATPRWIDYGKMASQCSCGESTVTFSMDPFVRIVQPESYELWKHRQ
Tau fibril FP – qHTS for Inhibitors of Tau Fibril Formation, Fluorescence Polarization | AID 1468, 2008 | 280,000 tested, 0.39% active | Microtubule-associated protein tau (Homo sapiens), P10636 | Potency, µM (titrated, usually from 57.7 µM), for inactives: top-dose activity, negative = inhibition, hits mostly inhibitors | K18 P301L tau heparin fibrillization, Alexa594 FP, 6 h; note: % is set by controls: 0 for no effect and ±100 for the full control effect; nearly all actives have a fitted effect of over 55% in size
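Compound effects on tau fibrillization are measured by Alexa 594 fluorescence polarization (ex 555, em 632 nm). K18 P301L tau is used at 15 uM with 0.24 uM labeled tracer, and 20 uM heparin induces aggregation over 6 hr at 37 C.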
Tau fibril ThT – qHTS for Inhibitors of Tau Fibril Formation, Thioflavin T Binding; Microtubule-associated protein tau (Homo sapiens), P10636; recombinant tau K18 P301L (four-repeat tau fragment), heparin-induced fibrillization, ThT fluorescence; Potency, µM (titrated, usually from 57.4 µM), for the others: at the top dose activity, negative = inhibition, actives largely listed as inhibitors; 270,000 tested, 2.1% active; AID 1460, 2008; note: % is set by controls: 0 for no effect and ±100 for the full control effect; nearly all actives have a fitted effect of over 55% in size
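Aggregation was driven by heparin (20 uM final) acting on recombinant tau […] bearing P301L in 100 mM sodium acetate pH 7; fibrils were detected with Thioflavin T.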
Starred values were filed as active, the others as inactive; ? = inconclusive; nt = not tested or not shown; [ ] = another dose, or the depositor's remark. Unless noted, calls come from the whole dose curve; as a rule, active = well fitted curve in the direction sought with a large enough effect; inconclusive = small, poorly fitted or top-dose-only effect, or another doubt; inactive = no such curve, though single readings can be large; an effect the other way counts as inactive or inconclusive. Potency is the fitted concentration of half-maximal effect. The list is partial; the hit share may differ from the screen's.

SMILES	Tau fluor counter	HTT aggregate	SMN2 splice enh	ALDH1A1 inh	HTT ATP protect	KDM4E inh	Tau fibril FP	Tau fibril ThT
O=[N+]([O-])c1ccc2c(c1)CNc1ccccc1O2	-22%	6%	25%	4%	-41%[inhibitor]	-5%	12%	?
CO[C@H]1COC(=O)C/C=C\[C@H](C)[C@@H](NS(=O)(=O)c2ccc(C)cc2)COC(=O)CCC[C@@H]1C	-6%[11.6 µM]	nt	nt	?	-9%[10 µM]	nt	0%[11.6 µM]	1%[11.5 µM]
O=C(COC(=O)CNS(=O)(=O)/C=C/c1ccccc1)Nc1cccc2ccccc12	-20%	6%	-2%	9%	-22%	5%	-12%	-3%
NNC(=O)CCCCCCCCCCOCCCCO	-14%	3%[9.22 µM]	nt	nt	14%[10 µM]	-1%	-6%	-15%
COc1ccc(C2C(C(=O)c3ccco3)=C(O)C(=O)N2CC2CCCO2)cc1 (stereo not given)	11%	-12%[9.22 µM]	nt	4%	-7%[10 µM]	-18%	5%	13%
COc1cc(C)nc(N2CCCC(C(=O)Nc3cccc(Cl)c3C)C2)n1 (stereo not given)	-2%	?	?	7%	3%	1%	0%	?
CC(=O)Nc1c([N+](=O)[O-])cc(C)c(Cl)c1[N+](=O)[O-]	0%	-7%	-11%	6%	?	-6%	0%	-7%
COc1ccc(NC(=O)CN(c2cc(C)cc(C)c2)S(=O)(=O)c2c(C)noc2C)cc1OC	-5%	-4%	-5%	-4%	14%[10 µM]	1%	-3%	3%
CC(NC(=S)Nc1ccccc1Cl)C(c1ccccc1)N1CCOCC1 (stereo not given)	-18%	?	-6%	28µM*	nt	11%	-10%	-13%
O=C1C2C(C(=O)N1CCc1ccccc1)C1C=CC2C12CC2 (stereo not given)	-15%	-2%	-35%[inhibitor]	?	-2%	5%	-15%	-15%
C#C[C@]1(O)CC[C@@H]2[C@H]3CCc4cc(OC)ccc4[C@@H]3CC[C@@]21C	nt	nt	2%[20.6 µM]	-2%[20.9 µM]	?	1%[25.5 µM]	nt	nt
COc1nc(-c2ccc(Cl)cc2)ccc1-c1noc(-c2ccco2)n1	-10%	24%	5%	6%	-21%	?	-7%	?
Cc1cc(C(=O)CN2C(=O)NC3(CCCCC3)C2=O)c(C)n1Cc1ccco1	2%	8%	11µM*	4%	-47%[inhibitor]	0%	0%	-5%
COc1ccc(N=NC2=C(O)CC(C)(C)CC2=O)cc1	-2%	-6%	?	0.89µM*	-7%	1%	6%	0%
O=c1cc(N2CCc3ccccc3C2)[nH]c(=O)n1Cc1ccc(F)cc1	3%	3%	1%	5%	12%[10 µM]	4%	5%	-8%
COc1ccc2nc3sc(C(=O)Nc4cc(Cl)c(OC)cc4OC)cc3cc2c1	-22%	nt	1%	nt	nt	nt	?	?
CC(C)CC(=O)OCc1cn(-c2ccccc2)nn1	2%	-10%	-8%	-3%	5%	7%	-5%	0%
COc1ccc(N2C=C3C(=O)C(C)(OC(=O)C4CCCC4)C(=O)C=C3C=C2c2ccsc2)cc1 (stereo not given)	4%[11.6 µM]	nt	5%[9.22 µM]	?	?	?	-1%[11.6 µM]	13%[11.5 µM]
CCOc1cc(/C=N/n2c(C)nnc2C)ccc1O	-10%	-10%[9.22 µM]	nt	nt	15%[10 µM]	-20%	0%	-6%
Cc1cccc(OCCCN2CCCCCC2)c1	2%	2%	11%	-31%	9%	?	-4%	-3%
CN1CCN(/N=C/c2ccc(C#N)cc2)CC1	5%	14%	-22%	-7%	-14%	2%	3%	2%
CCCCNC(=O)CNC(=S)N(Cc1ccccc1)Cc1cccnc1	-5%	3%	-6%[1.84 µM]	-11%	22%[10 µM]	-1%	5%	-2%
CC(=O)Oc1c(Sc2ccccc2[N+](=O)[O-])c(C)nn1C(C)(C)C	-9%	7%	-26%	?	-24%	-28%	-17%	?
O=C(NCc1cccnc1)c1ccc(CN2CCc3ccccc3C2)cc1	3%	8%	-81%[inhibitor]	0%	11%[10 µM]	-2%	12%	1%
CC1CCCC(C)N1C(=O)Cn1c(=O)sc2ccccc21 (stereo not given)	-2%	-14%	5%	9%	-10%	-2%	-4%	7%
NS(=O)(=O)c1ccc(CCNC(=O)CSc2nc3ccccc3c(=O)n2CCN2CCOCC2)cc1	-9%	-12%	-17%	-12%	-18%	0%	0%	-7%
COc1cccc(-c2ccc(=O)n(CC(=O)Nc3ccc(C(=O)N4CCCC4)cc3)n2)c1	-6%	8%	-10%	?	-9%	1%	1%	-10%
O=C(CN(Cc1ccco1)C(=O)c1nsc(Cl)c1Cl)NC1CCCCC1	-6%	nt	-1%	?	nt	-1%	-3%	-7%
Cc1cc2oc(C(=O)Nc3sc4c(c3C(=O)NCc3ccccc3)CCCC4)cc(=O)c2cc1C	-13%	nt	-1%	nt	nt	nt	-4%	-15%
COc1ccc([C@@H]2C[C@H](c3ccccc3)Oc3cc(C)cc(C)c32)cc1	-4%	18%[9.22 µM]	nt	nt	15%[10 µM]	7%	-6%	-1%
COCCNC(=O)C(=O)N/N=C/c1ccc(C(=O)OC)cc1	4%	nt	-4%	2%	nt	13%	0%	-2%
COC(=O)C1C(=O)C2=C(CC1C)NC(C)=C(C(=O)OCCOc1ccccc1)C2c1ccc(C)o1 (stereo not given)	?	6%	-10%	?	?	?	-7%	?
CSC(=NC#N)N1CCN(C(=NC#N)SC)CC1	3%	15%[9.22 µM]	-2%	?	-5%	?	4%	6%
CCOC(=O)c1nn(-c2ccc(C)cc2)c(C)c1C(C)=O	7%	17%	-8%	?	-7%	-1%	8%	5%
CC(C)(C)c1nc(NCCN2CCOCC2)c2nnn(Cc3ccccc3Cl)c2n1	2%	-1%	-34%[inhibitor]	?	-3%	0%	1%	-2%
O=C(CSc1ncn[nH]1)N1N=C(c2ccc(Cl)cc2)CC1c1ccco1 (stereo not given)	-1%	15%	9%	-13%	15%	?	-4%	-1%
COc1ccc(CCNCc2c(C(=O)O)c(C)n(Cc3ccccc3C)c2C)c(OC)c1	0%	nt	0%	nt	nt	nt	-5%	-2%
Cc1sc(NC(=O)CN2CCOCC2)nc1-c1ccc2c(c1)CCN2S(=O)(=O)c1ccccc1	-26%	7.1µM*	-78%[inhibitor]	-2%	-17%	-5%	13%	-14%
COC(=O)CSc1nnc2n(-c3ccccc3)c(=O)c3c4c(sc3n12)COC(C(C)C)C4 (stereo not given)	-3%	nt	1%	nt	nt	nt	4%	-3%
COc1ccc(C(=O)CSc2nnc(-c3ccc(C)cc3)o2)cc1	-3%	3%	1%	?	12%[10 µM]	-13%	-1%	?
Cc1cnc(CN(C)C(=O)c2cc(COc3c(F)cccc3F)on2)[nH]1	-6%	1%	nt	?	-10%	3%	3%	-12%
Cc1ccc(C)c(N2CCN(C(c3ccccc3)c3nnc(-c4ccccc4)o3)CC2)c1 (stereo not given)	-2%	nt	-22%	nt	nt	nt	3%	-5%
COc1ccc(C2=NN(S(=O)(=O)c3ccccc3)C(c3ccccc3)C2)cc1 (stereo not given)	-24%	-12%[9.22 µM]	nt	nt	-21%[10 µM]	-4%	?	1%
O=C(NCCN1CCOCC1)NC1(C(F)(F)F)Oc2ccccc2O1	-13%	24%	nt	6%	-6%	-3%	-7%	-17%

Assay outcomes (PubChem)
